Screening data as filed in PubChem BioAssay.
MOR-DOR ag: OPRM1-OPRD1 heterodimerization agonism; activation, % at 9.3 µM; actives 0.3% (n = 340,000); P35372+P41143; cells, luminescence; in the data active = activation above about 18%;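 also: 0% = vehicle-treated cells and 100% = reference agonist; values of inactives mirror those of a sister screen read the other way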
Target sequence (P35372 whole entry, looked up): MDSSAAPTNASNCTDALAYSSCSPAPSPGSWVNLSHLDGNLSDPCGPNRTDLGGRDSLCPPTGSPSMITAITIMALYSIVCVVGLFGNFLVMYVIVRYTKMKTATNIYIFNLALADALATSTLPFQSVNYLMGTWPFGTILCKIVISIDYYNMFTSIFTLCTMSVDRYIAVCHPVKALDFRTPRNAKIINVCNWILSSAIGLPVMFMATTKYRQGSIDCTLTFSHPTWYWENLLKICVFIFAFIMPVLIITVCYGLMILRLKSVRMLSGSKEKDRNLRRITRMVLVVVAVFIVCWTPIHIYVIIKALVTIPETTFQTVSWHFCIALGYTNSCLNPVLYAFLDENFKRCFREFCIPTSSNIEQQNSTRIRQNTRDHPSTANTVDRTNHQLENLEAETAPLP
Target sequence (P41143 whole entry, looked up): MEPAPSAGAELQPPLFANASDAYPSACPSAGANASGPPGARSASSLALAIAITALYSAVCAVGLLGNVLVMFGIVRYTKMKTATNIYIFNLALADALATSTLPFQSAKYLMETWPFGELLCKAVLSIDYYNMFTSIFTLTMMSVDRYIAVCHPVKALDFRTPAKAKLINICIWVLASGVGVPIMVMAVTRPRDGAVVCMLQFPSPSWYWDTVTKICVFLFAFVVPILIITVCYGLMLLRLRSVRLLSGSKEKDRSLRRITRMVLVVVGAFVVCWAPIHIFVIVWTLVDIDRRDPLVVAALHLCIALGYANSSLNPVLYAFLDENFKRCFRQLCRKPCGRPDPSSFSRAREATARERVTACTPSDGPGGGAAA
Arr AP2 block: inhibitors of human beta-arrestin and AP2 interaction; FITC-arrestin peptide / GST-AP2 beads, flow cytometry; AP2 beta2 appendage carries R879A mutation; inhibition, % at 10 µM; actives 0.31% (n = 340,000); AID 504490;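 active = inhibition above a set limit, near 3 SD of compounds lacking own fluorescence, cut at about 54% in these data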;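 also: plate controls were DMSO wells for no effect and 5 µM unlabelled arrestin peptide for full effect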
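Material – AP2 appendage R879A on GSH beads · Buffer or medium – PBS with 0.05% Tween 20 and 0.1% BSA · Probe or stimulus – fluorescein-tagged arrestin peptide at 50 nM final · Incubation – compound with beads 12 min RT, then probe 1 h RT · Detection – high-throughput flow cytometry of beads, ex 488, em 535 nm · Evaluation – percent response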
Tat transport: inhibitors of E. coli Tat protein transport; inhibition, % at 10 µM; AID 488895; E. coli MC4100 TorA-mCherry Tat export, fluorescence; actives 0.036% (n = 340,000);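 active = mean replicate inhibition at least 50% and at least half of replicates individually reaching 50%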;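 also: exported cargo escapes ClpAP degradation while cytoplasmic cargo is degraded and loses fluorescence; 0% = median of neutral control wells and 100% = median of NaSCN control wells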
SUMO Mot1 rescue: SUMOylation pathway inhibition by Mot1-301 growth rescue | S. cerevisiae Mot1-301 growth rescue, ATP luminescence, 38.5C; percent above DMSO median, 100 means doubled | growth rescue, % at 18.8 µM | actives 1% (n = 320,000) | AID 2716;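 active = every valid replicate shows activation above 250% relative to neutral control wells; inactive = the rest, any valid replicate at or below 250%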;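 also: OY570 slx delta 5 strain wells were the positive control but not used for scaling; some compounds called inactive have numbers as strong as hits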
phage Ecoli inh: E. coli growth loss with phage present; growth absorbance; inhibition, % at 11.9 µM; AID 651602; actives 0.26% (n = 360,000); in the data active = inhibition above about 11%
PKA-R1A act: activators of PKA-R1A complex. AID 504707. P00514+P68181. PKA-R1A dissociation, Cy5-IP20 fluorescence polarization; scaled: DMSO 0%, 113 µM cGMP 100%. activation, % at 11.4 µM. actives 0.083% (n = 340,000);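 active = percent activation above the mean of all tested compounds plus 3 SD, cut at about 19% in these data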;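 also: higher means more PKAc released from R1A so a rise in polarization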
MOR-DOR inv ag: inverse agonist of human OPRM1-OPRD1 heterodimerization. cell-based MOR-DOR heterodimer luminescence, inverse agonism. inhibition, % at 9.3 µM. actives 0.21% (n = 340,000); in the data active = inhibition above about 22%, passing the limit was not always enough;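 also: 0% = cells with DMSO and 100% = wells without cells with DMSO; values of inactives mirror those of a sister screen read the other way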
PfHsp90 yeast 2: inhibits growth of yeast expressing Plasmodium falciparum Hsp90 | S. cerevisiae expressing PfHsp90, BacTiter-Glo ATP, 48 h; yeast lacking PDR1 and PDR3 efflux regulators | actives 0.32% (n = 310,000) | inhibition, % at 9.4 µM;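 active = every replicate shows inhibition above about 80%, whatever the replicate mean, limit read from the data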;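 also: 0% = DMSO neutral controls and 100% = 20 µM radicicol positive controls; yeast relying on Plasmodium falciparum Hsp90 in place of its own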
AddAB inh: less growth of phage-infected E. coli with AddAB. E. coli expressing H. pylori AddAB, absorbance growth. inhibition, % at 11.9 µM. actives 0.29% (n = 330,000); in the data active = inhibition above about 12%;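 also: 0% = vehicle wells of infected cells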
Pemphigus Ab inh: human desmoglein-3 autoantibody binding inhibition; P32926; DSG3-coupled beads, scFv-anti-DSG3-GFP binding, flow cytometry; hits give low values; binding (percent of control), % at 10 µM; actives 0.48% (n = 310,000); AID 588358;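 active = binding more than 3 SD below its plate's average and above zero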;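 also: hits lower antibody fragment binding to DSG3; some compounds called inactive have numbers as strong as hits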
E coli growth: counter-screen for AddAB inhibitors: E. coli growth inhibition; E. coli V3065 growth, OD600 absorbance, 18 h; inhibition, % at 11.9 µM; actives 0.27% (n = 330,000);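 active = inhibition above the campaign's mean inhibition across all tested compounds plus 3 SD, cut at about 9.9% in these data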;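 also: uninfected addAB+ strain grown without phage in ampicillin broth; 0% = DMSO wells and 100% = ciprofloxacin 0.95 µg/ml wells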
* marks the source's active call; other numbers are inactive results; nt = not tested or not shown.

SMILES	MOR-DOR ag	Arr AP2 block	Tat transport	SUMO Mot1 rescue	phage Ecoli inh	PKA-R1A act	MOR-DOR inv ag	PfHsp90 yeast 2	AddAB inh	Pemphigus Ab inh	E coli growth
CCCCCC(=O)Nc1ccc(-c2csc(C)n2)cc1	-2.4	-3	4	-14	2.9	2	15	-11	3.1	97	0.6
COc1ccc(NC2=CC(=O)CC(c3ccccc3)C2)c(OC)c1 (centres undefined)	-0.4	6	-2	-14	1.3	11	2	-5	0.3	107	1.4
CCCc1c(C(=O)N/N=C/c2cccc3ccccc23)nnn1-c1nonc1N	0.9	-8	-9	2	-1.4	-8	-5	2	0.5	nt	-1.6
Cn1c(=O)[nH]c(=O)c2c1nc(SCC(=O)Nc1ccccc1)n2Cc1ccccc1	-3.4	9	-15	-7	2.4	9	18	-3	2.2	102	1.4
Cc1ccc(C)c(S(=O)(=O)N2CCCOC2CNC(=O)C(=O)NCCc2ccccc2)c1 (centres undefined)	-1.0	-5	7	-7	-0.3	-7	5	8	0.9	109	0.2
Cc1cc(F)ccc1S(=O)(=O)NCC(c1ccc2c(c1)OCO2)N1CCOCC1 (centres undefined)	-0.6	-28	7	-13	1.3	1	3	7	1.6	111	3.8
Cc1ccc(C)c(NC(=O)COc2cccc3c2CCN(Cc2ccccc2)C3=O)c1	0.4	-18	4	-22	4.0	0	-2	-8	4.2	105	1.1
CCC(C)c1ccc(C(CC)NC(=O)C2CCCO2)cc1 (centres undefined)	-2.1	36	0	0	-0.1	2	10	-2	4.1	105	0.0
C#CCOC(=O)Nc1cccn(Cc2c(Cl)cccc2Cl)c1=O	-1.2	22	11	8	3.6	-2	6	nt	0.0	101	0.7
Cc1cccc(COCC(Cc2ccccc2)N2CCN(C(=O)c3cccc(Cl)c3)CCC2=O)c1 (centres undefined)	-0.1	9	8	-3	2.9	-8	1	-1	3.1	106	0.2
CCC(C)[C@H](NC(=O)N1CC(=O)Nc2ccccc21)C(=O)N[C@H](Cc1c[nH]c2ccccc12)C(=O)O (some centres undefined)	-2.0	7	-10	-5	2.5	2	10	-15	1.8	101	-1.3
COc1cccc(NC(=O)C2CCN(C(=O)[C@@H]3Cc4ccccc4CN3C(=O)OC(C)(C)C)CC2)c1	1.0	1	0	5	-1.3	7	-6	-5	4.7	95	3.4
COc1ccc(CCNC(=O)c2ccc(CNc3nc(=S)[nH]c4ccccc34)cc2)cc1OC	-1.9	13	0	45	4.1	-10	9	nt	1.4	116	1.1
CCN(CC)CC1CN(N=Cc2ccc([N+](=O)[O-])o2)C(=O)O1 (centres undefined)	3.3	-3	-9	nt	39*	2	-15	3	nt	95	nt
COc1ccc(-c2nnc(SCc3nc4ccccc4c(=O)[nH]3)o2)cc1	-0.6	-13	-1	-23	1.5	-2	3	9	2.2	95	-0.6
CN(C)Cc1c(O)ccc2cc(-c3nc4ccccc4n3C)c(=O)oc12	11	-15	-2	-11	-1.5	-2	-53	-10	3.2	99	-1.0
O=C(O)/C=C/C(=O)Nc1ccc(F)cc1F	-1.2	-2	0	1	1.3	0	7	6	-1.3	99	-3.9
COC(=O)CSc1nc2ccccc2c(=O)n1Cc1ccccc1	-0.5	6	1	0	0.5	8	2	-2	2.0	127	1.1
CCOc1ccccc1NC(=O)c1ccccc1N(C)S(C)(=O)=O	0.1	-7	1	287	3.3	1	0	6	4.0	nt	-1.7
COc1ccc(C(=O)NC(=S)NCc2ccco2)cc1Br	1.6	0	15	1	1.7	-9	-9	-31	0.3	nt	-1.0
COc1cccc(CN(C)C(=O)CNC(=O)c2sc3ccccc3c2Cl)c1OC	-2.5	15	11	207	-1.1	-18	14	12	1.9	94	-1.0
CC(=Nc1ccccc1O)c1sc2ccccc2c1O	-0.4	-18	1	-11	1.7	5	2	-25	1.5	95	-2.0
CCC(C)c1ccc(OCCCCN2CCOCC2)cc1 (centres undefined)	2.4	-1	1	400	1.6	8	-14	10	0.3	115	-0.1
COc1cc(NC(=O)c2ccccc2)c(OC)cc1NC(C)=O	1.9	-2	-1	3	2.6	-2	-12	-7	1.5	nt	-0.4
OC(COc1ccc2c(c1)CCC2)Cn1cnc2ccccc21 (centres undefined)	2.1	3	1	-17	4.0	4	-9	-29	3.8	nt	1.2
C[C@H](CO)N1C[C@H](C)[C@@H](CN(C)Cc2ccncc2)Oc2ccc(NC(=O)Cn3cnnn3)cc2C1=O	-0.1	9	-4	16	1.4	7	1	9	2.8	104	2.5
Cn1c(=O)c2[nH]c(NN=Cc3ccc(Br)cc3)nc2n(C)c1=O	1.0	-15	-6	nt	2.1	-2	-5	nt	nt	89	nt
COc1ccc(C(=O)Cn2nnc(-c3ccccc3NC(=O)C3CC3)n2)cc1	2.9	8	4	-12	3.4	9	-16	8	0.6	114	1.7
CCCN(CC(=O)Nc1ccccc1C)C(=O)Cc1c(C)nc2ccccc2c1C	-2.9	20	0	16	-0.4	1	15	-10	1.1	101	-1.8
Cc1ccc(S(=O)(=O)N(CC(O)CN2C(=O)NC(C)(C)C2=O)c2cccc([N+](=O)[O-])c2)cc1 (centres undefined)	-1.6	16	4	5	-3.7	-1	9	23	4.6	104	1.6
COc1ccc(NC(=O)N2CCCC2C(=O)Nc2ccccc2F)cc1 (centres undefined)	-1.5	-1	-7	10	-1.4	-7	10	-4	3.9	nt	-1.2
Cn1cccc1/C=C(\C#N)c1ccccc1	2.1	25	-17	14	0.1	-10	-10	nt	2.6	114	-0.5
CCOc1ccc(N2C(=O)CC(N(Cc3ccco3)C(C)=O)C2=O)cc1 (centres undefined)	-2.6	4	-6	-2	3.6	-10	12	0	2.5	107	3.1
CCc1cc(=O)oc2cc3occ(C)c3cc12	0.6	42	2	12	2.6	-11	-3	4	3.4	96	1.7
CC(C)Cc1nc2sc3c(NCc4ccco4)ncnc3c2c2c1COC(C)(C)C2	2.4	10	-6	-1	0.7	-8	-12	-3	-0.3	95	-1.7
CCOc1cc(NC(=O)Nc2ccccc2)c(OCC)cc1NC(=O)CC	0.4	-10	-2	0	1.2	-7	-2	2	nt	106	nt
O=C(COC(=O)c1ccc(NS(=O)(=O)c2cccs2)cc1O)NC1CCCCC1	-3.2	8	3	369	1.8	-2	17	-17	-2.0	78	1.0
O=C(CCS(=O)(=O)c1ccc(Br)cc1)NCc1cccs1	-1.7	15	-9	-6	1.9	8	10	10	4.2	106	-1.2
CCCc1cc(=O)[nH]c(SCC(=O)c2c(C)[nH]c3ccccc23)n1	-2.8	1	-25	56	0.9	-2	14	4	-1.0	95	-1.1
COCCNC(=S)N1CCN(C)CC1	-0.1	8	-4	-13	1.2	-3	0	-20	0.8	101	0.5
O=C(COC(=O)c1cccc(S(=O)(=O)N2CCCC2)c1)NCc1ccccc1	-2.1	-15	-6	-7	3.6	-6	12	-24	1.4	100	-0.6
O=C(COc1ccc(Cl)cc1)Nc1ccc(CN2CCOCC2)cc1	0.6	5	-14	46	1.7	-3	-2	3	1.6	114	0.2
CC(=O)NCCn1c(SCC(=O)c2ccccc2)nc2ccccc2c1=O	-1.6	3	-1	-8	2.7	-6	9	3	0.8	93	1.8
O=C(Oc1cccc2ccccc12)c1ccccc1	3.0	0	2	nt	0.5	-7	-15	-7	nt	101	nt
CSc1ccccc1NC(=O)CN(C)CC(=O)Nc1ccccc1N1CCOCC1	-1.6	-25	-3	2	0.9	-5	7	nt	2.0	110	0.3

Sorted by SMILES length (rising): 3 of the compounds above.
SMILES	MOR-DOR ag	Arr AP2 block	Tat transport	SUMO Mot1 rescue	phage Ecoli inh	PKA-R1A act	MOR-DOR inv ag	PfHsp90 yeast 2	AddAB inh	Pemphigus Ab inh	E coli growth
Cn1cccc1/C=C(\C#N)c1ccccc1	2.1	25	-17	14	0.1	-10	-10	nt	2.6	114	-0.5
COc1ccc(NC(=O)N2CCCC2C(=O)Nc2ccccc2F)cc1 (centres undefined)	-1.5	-1	-7	10	-1.4	-7	10	-4	3.9	nt	-1.2
CC(=O)NCCn1c(SCC(=O)c2ccccc2)nc2ccccc2c1=O	-1.6	3	-1	-8	2.7	-6	9	3	0.8	93	1.8

Remaining list, next part
SMILES	MOR-DOR ag	Arr AP2 block	Tat transport	SUMO Mot1 rescue	phage Ecoli inh	PKA-R1A act	MOR-DOR inv ag	PfHsp90 yeast 2	AddAB inh	Pemphigus Ab inh	E coli growth
O=[N+]([O-])c1ccc(N/N=C/c2cccc(O)c2O)cc1	1.9	11	-1	317*	2.9	-6	-9	1	1.2	101	1.5
Cc1cc(C(=O)NC(=S)Nc2ccccc2N2CCCC2)ccc1[N+](=O)[O-]	-3.3	0	-2	-5	3.6	2	17	-1	1.8	98	-1.6
COc1ccc(S(=O)(=O)N2CCOC2CNC(=O)C(=O)NCCc2ccccc2)cc1 (centres undefined)	-1.6	5	1	2	2.4	0	10	4	-0.8	92	-1.6
Cc1nc2c(C)cccn2c1/C(O)=C1\C(=O)C(=O)N(CCN(C)C)C1c1cccs1 (centres undefined)	-2.0	8	11	nt	1.6	-5	11	8	nt	100	nt
COc1ccccc1N(Cc1ccccc1)S(=O)(=O)c1cccc(C(=O)Nc2ncccc2C)c1	2.1	-8	10	7	1.6	-7	-14	7	0.0	100	0.2
COC(=O)c1ccccc1NC(=O)COc1ccccc1[N+](=O)[O-]	-0.9	35	10	6	2.7	-8	5	-13	2.6	115	-0.4
O=C1CC(c2cccc(Cl)c2)C(n2cncn2)C(=O)C1C1NCCc2ccccc21 (centres undefined)	-2.7	8	-2	8	2.5	-8	14	14	2.2	nt	0.2
CN(Cc1cccs1)C(=O)CCCc1c[nH]c2ccccc12	-0.2	34	5	-17	3.4	-3	1	-35	6.3	101	3.0

Structural class, the entries above with a thiophene ring, fused or not.
SMILES	MOR-DOR ag	Arr AP2 block	Tat transport	SUMO Mot1 rescue	phage Ecoli inh	PKA-R1A act	MOR-DOR inv ag	PfHsp90 yeast 2	AddAB inh	Pemphigus Ab inh	E coli growth
COc1cccc(CN(C)C(=O)CNC(=O)c2sc3ccccc3c2Cl)c1OC	-2.5	15	11	207	-1.1	-18	14	12	1.9	94	-1.0
CC(=Nc1ccccc1O)c1sc2ccccc2c1O	-0.4	-18	1	-11	1.7	5	2	-25	1.5	95	-2.0
CC(C)Cc1nc2sc3c(NCc4ccco4)ncnc3c2c2c1COC(C)(C)C2	2.4	10	-6	-1	0.7	-8	-12	-3	-0.3	95	-1.7
O=C(COC(=O)c1ccc(NS(=O)(=O)c2cccs2)cc1O)NC1CCCCC1	-3.2	8	3	369	1.8	-2	17	-17	-2.0	78	1.0
O=C(CCS(=O)(=O)c1ccc(Br)cc1)NCc1cccs1	-1.7	15	-9	-6	1.9	8	10	10	4.2	106	-1.2
Cc1nc2c(C)cccn2c1/C(O)=C1\C(=O)C(=O)N(CCN(C)C)C1c1cccs1 (centres undefined)	-2.0	8	11	nt	1.6	-5	11	8	nt	100	nt
CN(Cc1cccs1)C(=O)CCCc1c[nH]c2ccccc12	-0.2	34	5	-17	3.4	-3	1	-35	6.3	101	3.0
